IL1B secr inh – qHTS for Inhibitors of Inflammasome Signaling: IL-1-beta AlphaLISA Primary Screen; activity change, % at 57.5 µM; 4.7% of 360,000 active; THP-1 LPS/ATP IL-1B secretion, AlphaLISA, 16 h; hits give low values; in the data active means activity change below about -50%; inconclusive means mostly about -30% to -49%; further: on the % scale 0 is the no-effect control and ±100 the full control effect
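THP-1 cells pretreated 1 hr with compounds (up to 57.5 uM final), then stimulated with LPS (250 ng/mL final) plus ATP (1.25 mM final); secreted IL-1B measured by AlphaLISA after 16 hr, decreased signal indicating inhibition.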
SW480 rerep – A quantitative high throughput screen for small molecules that induce DNA re-replication in SW480 colon adenocarcinoma cells; SW480 DNA re-replication, Hoechst DNA content imaging, 48 h; 1.8% of 340,000 active; Potency, µM (titrated, usually from 46.1 µM), inactives show at the highest dose re-replication activation, usual class: activators; AID 624297, 2012; further: potency means the concentration at half of the fitted maximal effect; % of control where 0% means no effect; nearly all actives have a fitted effect of over 55% in size
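Image-based DNA-content assay: after two days of treatment, nuclei were labelled with the DNA dye Hoechst and imaged, and hits were compounds raising the count of nuclei showing high fluorescence intensity.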
MCF10A rerep – A quantitative high throughput screen for small molecules that induce DNA re-replication in MCF 10a normal breast cells. MCF 10A DNA re-replication, Hoechst nuclear intensity, 48 h. Potency, µM (highest dose often 46.1 µM), without a hit: at the highest dose activity, positive = re-replication, usual class: activators. 2.9% of 350,000 active. AID 624296, 2012; further: potency means the concentration at half of the fitted maximal effect; % of control where 0% means no effect; nearly all actives have a fitted effect of over 50% in size
HT1080-NT tox – qHTS for induction of synthetic lethality in tumor cells producing 2HG: qHTS for the HT-1080-NT fibrosarcoma cell line. HT-1080-NT fibrosarcoma viability, CellTiter-Glo ATP luminescence, 48 h. Potency, µM (series often up to 46.1 µM), without a hit: top-dose activity, negative = less viability, usual class: cytotoxic. 1.6% of 360,000 active;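 further: NT is the 2HG producing partner of a matched IDH1 knockdown line; potency means the concentration at half of the fitted maximal effect; 0% = DMSO-treated cells and -100% = media-only wells without cells; nearly all actives have a fitted effect of over 55% in size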
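HT-1080-NT fibrosarcoma cells (2HG-overproducing), 750 cells/well in RPMI with 5% FBS, dosed after 2 h and incubated 48 h at 37C. CellTiter-Glo luminescence normalized to DMSO and no-cell wells; concentration-response curves fitted and classed.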
D3 ag – qHTS of D3 Dopamine Receptor Agonist: qHTS; D3R DiscoveRx beta-arrestin cells, luminescence, 90 min; 0.58% of 410,000 active; AID 652048, 2013; max activation, %; D(3) dopamine receptor (Homo sapiens), P35462; in the data active means max activation above about 30%; further: 0% is about no effect; mostly tested at two doses, the higher about 12 µM
Target sequence (P35462 whole entry, looked up): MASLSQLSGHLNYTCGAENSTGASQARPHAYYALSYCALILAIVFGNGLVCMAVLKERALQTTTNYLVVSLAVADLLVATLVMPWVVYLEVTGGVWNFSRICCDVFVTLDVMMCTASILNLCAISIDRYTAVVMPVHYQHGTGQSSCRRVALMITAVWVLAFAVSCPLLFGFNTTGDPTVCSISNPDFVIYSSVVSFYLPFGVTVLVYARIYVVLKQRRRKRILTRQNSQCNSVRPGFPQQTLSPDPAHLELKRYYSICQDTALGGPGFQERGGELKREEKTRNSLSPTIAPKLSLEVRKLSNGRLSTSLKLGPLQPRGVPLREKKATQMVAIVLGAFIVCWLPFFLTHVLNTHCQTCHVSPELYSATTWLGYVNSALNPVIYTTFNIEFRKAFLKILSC
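Cells at 1500/well, incubated overnight, then treated with pinned compounds (dopamine as control) for 90 min at 37 degrees C. DiscoveRx reagent added for 30 - 60 minutes at room temperature; luminescence read.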
HT1080 IDH1KD tx – qHTS for induction of synthetic lethality in tumor cells producing 2HG: qHTS for the HT-1080-IDH1KD cell line | HT-1080 IDH1 knockdown viability, ATP luminescence, 48 h | Potency, µM (highest dose often 46.1 µM), without a hit: at the highest dose activity, negative = toxicity, actives largely listed as cytotoxic | 2% of 360,000 active | AID 686971, 2013;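 further: potency means the concentration at half of the fitted maximal effect; 0% = DMSO wells and -100% = cell-free medium wells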
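CellTiter-Glo luminescence after 48 h compound exposure at 37 degrees C of IDH1-knockdown HT-1080 cells in 5% FBS RPMI. %Activity scaled between DMSO wells and cell-free media wells, with curves fitted and assigned curve classes.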
KB-3-1 cytotox – qHTS assay for MDR1-selective chemotherapeutics: Primary screen using the parental adenocarcinoma cell KB-3-1; Potency, µM (doses to about 46.1 µM), without a hit: at the highest dose activity change, negative = cytotoxic, most hits filed as cytotoxic; 1.4% of 400,000 active; KB-3-1 viability, CellTiter-Glo ATP luminescence, 72 h; further: potency means the concentration at half of the fitted maximal effect; on the % scale 0 is the no-effect control and ±100 the full control effect; nearly all actives have a fitted effect of over 60% in size
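Using CellTiter-Glo luminescence, growth of non-resistant KB-3-1 adenocarcinoma cells is assessed 72 h after pin-tool compound addition at 37 °C. Normalized responses across the concentration series yield fitted curves.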
GLP1R cytotox – qHTS of GLP-1 Receptor Inverse Agonists: Cytotox Screen | HEK293 cAMP-luciferase reporter cells, luminescence, 24 h | 0.13% of 410,000 active | Potency, µM (titrated, usually from 38.3 µM), for inactives: at the highest dose activity change, negative = inhibition, hits mostly inhibitors | AID 624418, 2012;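 further: loss of luciferase light is scored as toxicity; potency means the concentration at half of the fitted maximal effect; on the % scale 0 is the no-effect control and ±100 the full control effect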
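Compound-treated cells are incubated 24 hr at 37 deg C under 5% CO2 after a 12 hour attachment period, then luciferase detection reagent is added and luminescence is measured following 12 min at room temperature; lowered signal indicates toxicity.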
KB-V1 MDR tox – qHTS assay for MDR1-selective chemotherapeutics: Primary screen using the drug-selected MDR subline cells KB-V1 | KB-V1 MDR cells viability, CellTiter-Glo, 72 h | Potency, µM (series often up to 46.1 µM), for inactives: at the top dose activity change, negative = cytotoxicity, actives largely listed as cytotoxic | 3.4% of 400,000 active | AID 1347076, 2019; further: potency means the concentration at half of the fitted maximal effect; on the % scale 0 is the no-effect control and ±100 the full control effect; nearly all actives have a fitted effect of over 60% in size
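In this primary screen, KB-V1 cells overexpressing P-gp are incubated with library compounds (lowest to highest concentration) for 72 h at 37 degrees C before a luminescent ATP viability read.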
* = called active by the depositor; ? = inconclusive; · = not tested or not shown; [ ] = remark or other dose. Unless noted, the call rests on the fitted dose curve; in most records, active means well fitted curve in the direction sought with a large enough effect; inconclusive means small, poorly fitted or top-dose-only effect, or another doubt; inactive means no such curve, though single readings can be large; an effect the other way counts as inactive or inconclusive. Compounds were not picked by outcome. About 11% of those tested had a hit in this group.

SMILES | IL1B secr inh | SW480 rerep | MCF10A rerep | HT1080-NT tox | D3 ag | HT1080 IDH1KD tx | KB-3-1 cytotox | GLP1R cytotox | KB-V1 MDR tox
CCOc1ccc(-c2nnc(SCC(=O)Nc3cc(F)ccc3F)o2)cc1 | · | · | · | · | -0.8 | · | ? | 5.3% | -14.5%
Cc1ccc(C(=O)c2c(N)c(C(=O)Nc3ccccc3Cl)c3ccccn23)cc1 | · | · | · | · | -3.9 | · | 24.8% | 10.9% | 13.5%
COC(=O)c1ccc(CSc2ncnc3ccccc23)o1 | -4.2 | -14.1% | 0.3% | -7.1% | 4.2 | -2.5% | 7.2% | 0.3% | 7.6%
O=C(Nc1ccc(Cl)cc1)Nc1cc([N+](=O)[O-])ccc1F | 12.7 | 5.5% | 17.9% | 1.9% | 10.4 | 23.1% | -0.3% | -8.7% | -3.2%
CCOC(=O)c1cccc(NC(=O)CSc2nnnn2C)c1 | 8.2 | -4.0% | 3.7% | 20.3% | -2.5 | 8.6% | 1.8% | 0.0% | 5.7%
CCOC(=O)C1CCN(Cc2nc3ccccc3c(=O)n2-c2ccc(F)cc2)CC1 | 0.0 | -2.5% | 2.8% | -2.5% | -0.6 | -1.2% | -0.3% | 6.1% | 4.11µM*
COc1ccc(NS(=O)(=O)c2cccc(C(=O)NNC(=O)c3cccn3C)c2)cc1 | 3.6 | 3.0% | -9.9% | 13.7% | 2.8 | 21.7% | 3.8% | 8.3% | 10.3%
O=C(CCc1nnc(C2CCCCC2)o1)NCc1ccc(F)c(F)c1 | 10.8 | -60.0%[inhibitor] | -5.2% | 0.0% | -0.7 | 6.1% | 1.7% | 2.4% | 0.1%
CCN(CC)S(=O)(=O)c1cc([N+](=O)[O-])ccc1N=Nc1c(O)n(C)c2ccccc12 | 24.9 | -16.3% | 2.3% | 7.7% | 3.8 | 15.5% | -1.3% | -16.1% | -7.4%
CCOC(=O)CC(=O)CSc1nc(-c2cccnc2)cc(C)c1C#N | 15.5 | -3.7% | 5.6% | -0.2% | 5.6 | -6.8%[9.24 µM] | 9.6% | 6.8% | -7.0%
COc1ccccc1OCc1nc(C#N)c(N2CCC(C(N)=O)CC2)o1 | 5.7 | -0.6% | -2.4% | -3.0% | 2.9 | -10.2% | 17.5% | 5.0% | 12.5%
CC(=O)Nc1ccccc1NC(=O)C/C(C)=N/NC(=O)C1CCCCC1 | -12.0 | -3.0% | 5.3% | ? | -8.8 | 15.8% | 10.9% | 1.5% | -4.6%
CCN1C(=O)C(CC(=O)Nc2ccc(OC)cc2)N(Cc2cccnc2)C1=S (configuration not stated) | -3.5 | 0.7% | -8.5% | -10.7% | -6.2 | -1.3% | 5.8% | 8.3% | -3.6%
O=C(NCCCn1ccnc1)c1cc(Cl)cc(Cl)c1 | -11.2 | 0.0% | ? | 4.0% | -9.7 | 0.7% | -0.1% | -5.7% | 16.6%
Cc1ccc2nc(Nc3ccccc3O)nc(-c3ccccc3)c2c1 | · | 3.8% | -2.1% | ? | 1.4 | -0.7%[9.24 µM] | -9.6% | 1.3% | -15.6%
Cc1cc(C(=O)Nc2ccccc2N2CCCCC2)no1 | -2.1 | -8.2% | 6.9% | -2.5% | -6.5 | -2.1% | 2.0% | 0.3% | -5.1%
c1ccc(Nc2ccccc2Nc2ccccn2)nc1 | -9.2 | -7.4% | 19.5% | 5.3% | -11.5 | 12.9% | 1.2% | -22.2% | ?
Cc1cccc(C)c1-n1nnnc1SCC(=O)N1CCNC1=O | 13.6 | 0.9% | 0.4% | 0.9% | 7.4 | -0.3% | -8.1% | -10.2% | 14.0%
CC(=O)N1CCN2C(=O)C1CCCC(=O)c1cc(C)ccc12 (configuration not stated) | 11.5 | -10.6% | -0.3% | 12.9% | 4.3 | 12.1% | 17.5% | -6.2% | -1.1%
Cc1ccc(C)c(N2CCN(C(=O)CCC(=O)Nc3nnc(CC(C)C)s3)CC2)c1 | 11.6 | 5.4% | 7.9% | 9.1% | 6.2 | 18.1% | -0.9% | 0.3% | -8.0%
O=C(NCC1CCN(Cc2ccc(F)cc2)CC1)C1CCCN(c2ncnc3c2nc2n3CCCCC2)C1 (configuration not stated) | ? | 4.0% | 37.4% | -11.4% | -11.0 | -1.4% | 0.0% | -11.4% | -9.1%
Cc1oc(-c2cc(F)ccc2F)nc1CN1CCCN(C(=O)c2ccco2)CC1 | -7.1 | -2.3% | ? | -0.2% | -16.0 | -7.9% | 1.3% | 5.4% | -0.4%
COc1cccc(NC(=O)c2oc3ccccc3c2NC(=O)C23CC4CC(CC(C4)C2)C3)c1 | · | · | · | · | -4.8 | · | -2.8% | 9.4% | 18.9%
O=C(COc1ccc(Cl)cc1Cl)N1CCCN(C(=O)COc2ccc(Cl)cc2Cl)CC1 | -75.9* | ? | ? | -26.9% | -2.9 | ? | ? | ? | 8.2µM*
C=CCN1C(=O)C2(OCCCO2)c2cc(CCCC)ccc21 | 18.9 | -2.3% | ? | -5.0% | 1.1 | 6.0% | -17.2% | 8.6% | ?
CCC(=O)N(CC)c1nc(-c2cc(OC)ccc2OC)cs1 | -22.8 | 14.9% | 10.7% | -2.0% | 13.8 | 15.3% | 5.4% | 15.3% | ?
Cc1ccc(S(=O)(=O)NNC(=O)c2sc(NS(=O)(=O)c3ccccc3)nc2C)cc1 | -3.2 | -0.2% | -0.7% | 18.0% | 0.2 | 4.3% | -7.7% | -16.0% | -4.9%
Cc1c(C(=O)N(CC(C)C)c2c(N)n(Cc3ccccc3)c(=O)[nH]c2=O)sc2nc3n(c(=O)c12)CCC3 | 13.4 | 0.6% | -1.3% | -0.1% | 4.3 | -0.2% | 17.6% | -3.7% | 9.3%
CN(C)C(=O)CSc1ccc(S(=O)(=O)N2CCOCC2)cn1 | -4.6 | 4.2% | -3.2% | 5.1% | -5.4 | -3.5% | -1.0% | -4.6% | 5.3%
O=C(CSc1n[nH]c(-c2ccco2)n1)N1c2ccccc2Sc2ccccc21 | -14.9 | -9.0% | -180.3%[0.0737 µM] | 2.1% | 0.4 | 5.4% | 3.6% | -12.9% | -2.7%
COC(=O)c1ccc(OCC(=O)c2ccc(O)cc2O)cc1 | 16.6 | -5.3% | 0.7% | -3.4% | -5.1 | -19.5% | ? | 5.9% | 23.1µM*
Clc1cccc(Cl)c1OCCOCCNCc1ccccc1 | -7.2 | -20.6% | -3.9% | -2.4% | -9.0 | -20.6% | 0.5% | 0.2% | -18.0%
CCCCc1ccc(NC(=O)c2ccc(NS(C)(=O)=O)cc2)cc1 | -6.0 | -14.7% | -14.3% | 16.4% | 15.6 | 3.3% | -26.2% | -3.7% | 10.0%
CCCNC(=O)C(Cc1ccccc1)NC(=O)c1ccc(-c2ccccc2)cc1 (configuration not stated) | 7.7 | -5.4% | 12.4% | 21.0% | 6.2 | -4.9% | 0.0% | 6.6% | 1.8%
C=CCn1c(N2CCN(c3ccc(OC)cc3)CC2)nc2c1c(=O)n(C)c(=O)n2C | -16.3 | -4.2% | 7.7% | 5.3% | 8.1 | -24.1% | -23.6% | -15.1%[7.66 µM] | ?
CCOc1ccc(CCNC(=O)Cc2nn[nH]n2)cc1OCC | -9.5 | 17.7% | -5.5% | 14.2% | -1.7 | 12.3% | 11.1% | 28.2% | 0.0%
Cc1c(/C=N/NC(=O)CNc2ccccc2)c2ccccn2c1C(=O)c1ccc(Cl)cc1 | ? | -18.0% | 6.8% | -2.3% | 5.6 | -11.0% | -5.0% | -16.5% | 2.31µM*
CCOc1ccc(NC(=O)CN2CCN(C3CCCCC3)C(=O)C2=O)cc1 | · | · | · | · | -24.6 | · | 3.2% | 4.5% | -28.4%
COc1cc(NCc2ccccc2O)c2ncccc2c1 | 21.2 | 8.8% | 20.6µM* | -13.3% | -4.1 | -20.8% | -0.5% | 3.3% | -10.9%
CSc1ccc(CN(C)C(=O)CSCC(=O)Nc2ccc(C)cc2)cc1 | 6.1 | -0.2% | -1.4% | -2.9% | 3.7 | -0.3% | -6.9% | 3.7% | 0.0%
Nc1c(C(=O)CSc2ncccn2)c(=O)[nH]c(=O)n1C1CC1 | -3.1 | 4.5% | 2.1% | -4.4% | -2.3 | -2.6% | -12.9% | 4.5% | -19.9%
CN1CCN(C(=O)C(C(=O)c2ccc(F)cc2)n2ccccc2=O)CC1 (configuration not stated) | -15.1 | -1.0% | 8.1% | 18.7% | -0.3 | 14.2% | 6.0% | -13.8% | 15.6%
O=C(CCC1N=C2c3ccccc3N=C(SCc3ccc(F)cc3)N2C1=O)NCCc1ccccc1 (configuration not stated) | · | · | · | · | -5.2 | · | 3.6% | 2.8% | -26.4%
COc1ccc2c(c1)c1ncn(CCN3CCNCC3)c(=O)c1n2C | -0.9 | -5.2% | ? | 6.2% | 5.1 | -8.1% | 8.9% | 11.1% | -18.2%

Part of the list above, with two lines to a compound:
Value order – IL1B secr inh	SW480 rerep	MCF10A rerep	HT1080-NT tox	D3 ag	HT1080 IDH1KD tx	KB-3-1 cytotox	GLP1R cytotox	KB-V1 MDR tox
CCOc1ccc(CCNC(=O)Cc2nn[nH]n2)cc1OCC
 : -9.5	17.7%	-5.5%	14.2%	-1.7	12.3%	11.1%	28.2%	0.0%
Cc1c(/C=N/NC(=O)CNc2ccccc2)c2ccccn2c1C(=O)c1ccc(Cl)cc1
 : ?	-18.0%	6.8%	-2.3%	5.6	-11.0%	-5.0%	-16.5%	2.31µM*
